SRC1 TRFRET art: flags TR-FRET format artefacts in PPARgamma SRC-1 recruitment agonist screen; TR-FRET detection artefact counter-screen, emission ratio; stronger effect = higher value; TR-FRET ratio at 8 µM; hit rate 0.34% among 99,000; AID 1051; in the data active = TR-FRET ratio above about 2300; note: inactives centre near 1800; reference of the scale not given here
SRC3 TRFRET art: TR-FRET artefact, counter-screen to PPARgamma/SRC-3 agonist assay | PPARgamma/SRC-3 format; stronger effect = higher value | TR-FRET ratio at 8 µM | hit rate 0.39% among 99,000 | AID 1048; in the data active = TR-FRET ratio above about 2000; note: inactives centre near 1600; reference of the scale not given here
* marks the source's active call; other numbers are inactive results.

compound | SRC1 TRFRET art | SRC3 TRFRET art
CC(=O)NS(=O)(=O)c1ccc(NC(=O)/C=C/c2ccc(C)o2)cc1 | 1608 | 1384
Cc1occc1C(=O)Nc1nnc(C2CCCCC2)s1 | 1816 | 1439
CCOC(=O)c1ccc(N2C(=O)C(CC(N)=O)N(CCc3ccc(OC)c(OC)c3)C2=S)cc1 (centres undefined) | 1709 | 1634
CC1=CC(C)(C)n2c(O)c(N=N)c3cc(C)cc1c32 | 1934 | 1765
COc1cccc(Cn2c(=O)c3ccccc3n3nc(C)cc23)c1 | 1751 | 1357
CC(=O)NC(=S)Nc1ccccc1F | 1549 | 1508
O=C(O)CC(NC(=O)CCC1CCCCC1)c1cc([N+](=O)[O-])ccc1Cl (centres undefined) | 1954 | 1366
CC(C)CNS(=O)(=O)c1ccc(OCC(=O)Nc2ccc3c(c2)OCCO3)cc1 | 1597 | 1481
CCOc1ccccc1N1CCN(C(=S)NCc2ccccc2)CC1 | 1710 | 1486
CCC(=O)Nc1nc2ccccc2n1Cc1ccc(Cl)cc1 | 1756 | 1620
O=C(Nc1ccccc1-c1nc2ccccc2s1)c1cccnc1 | 1745 | 1465
COC(=O)c1sccc1-n1cccc1C(=O)C(=O)N1CCOCC1 | 1557 | 1326
O=C1C2C3C=CC(C3)C2C(=O)N1CCN1CCN(S(=O)(=O)/C=C/c2ccccc2)CC1 (centres undefined) | 1577 | 1400
COc1ccc(CCCC(=O)N/N=C/c2ccc(C)cc2)cc1 | 2045 | 1359
CSc1nccc(Oc2cccc(C#N)c2)n1 | 1950 | 1717
O=C(Nc1ccncc1)C1CCN(S(=O)(=O)c2cccs2)CC1 | 1748 | 1606
O=C(CCc1nnc(-c2ccsc2)o1)N1CCCCC1CCn1ccnc1 (centres undefined) | 1928 | 1620
O=C1N/C(=C/c2cccs2)C(=O)N1Cc1ccc(F)cc1 | 1877 | 1591
COCCNC(=O)[C@H](C)[C@H]1C[C@]1(C)[C@H](NC(=O)OCc1ccccc1)c1ccccc1 | 1899 | 1437
Cc1ccccc1NC(=O)c1ccc(Cn2cc([N+](=O)[O-])cn2)o1 | 1738 | 1518
CCCCOc1ccccc1NC(=O)Cn1c(-c2nonc2N)nc2ccccc21 | 2017 | 1678
COc1ccc(NC2=C(Cl)C(=O)N(CCc3ccccc3)C2=O)c(OC)c1 | 1914 | 1594
Nc1nc2n(n1)C(=O)CC(c1ccc(Cl)cc1)N2 (centres undefined) | 1498 | 1353
Cc1cc(C(F)(F)F)n(-c2nc(C(=O)O)cs2)n1 | 1963 | 1652
Cc1cccc2sc(NC(=O)CN3C(=O)c4ccccc4C3=O)nc12 | 1696 | 1643
CCOC(=O)c1cnc2c(cnn2C)c1NCc1ccc(OC)cc1 | 2195 | 1654
COc1ccc(CCNC(=O)C2CCC(CNS(=O)(=O)c3ccc(F)cc3)CC2)cc1OC (centres undefined) | 1913 | 1535
O=c1c2ccccc2nc(SCc2cc([N+](=O)[O-])cc3c2OCOC3)n1-c1ccccc1 | 1776 | 1531
O=C(O)c1ccccc1CSc1ccccn1 | 1451 | 1453
CCN(CC)CC(=O)Nc1ccc(-c2ccc(NC(=O)CN(CC)CC)c(OC)c2)cc1OC | 1546 | 1493
CN(C)/C=N/C(=S)Nc1cc(Cl)cc(Cl)c1 | 1988 | 1603
CCOC(=O)N1CCN=C1SCc1ccc(Cl)c(Cl)c1 | 1701 | 1525
O=C(COC(=O)c1ccc([N+](=O)[O-])s1)NC(=O)NCc1ccccc1 | 1774 | 1292
O=C(NCc1ccncc1)C(=O)NC1CC1 | 1746 | 1518
CCN(CC)C(=O)CN1C(=O)C2(NC(=O)c3ccccc3N2)c2ccccc21 (centres undefined) | 1762 | 1548
N#CCSc1nc(-c2ccccc2)c2cc(Cl)ccc2n1 | 1803 | 1404
COc1ccc(-c2[nH]ncc2-c2cscn2)c(O)c1 | 1844 | 1462
Cc1ccc(NC(=S)N(Cc2ccccc2)Cc2cccs2)c(C)c1 | 1726 | 1511
COc1cc(/C=C(\C#N)C(=O)N2CCOCC2)cc(Br)c1O | 1790 | 1555
CC(Oc1ccccc1F)C(=O)NN (centres undefined) | 1932 | 1499
Cc1cc(C)c2c(=O)[nH]c(SCC(=O)c3ccc(C)c(C)c3)nc2n1 | 1868 | 1521
Cc1ccc(C(=O)NNC(=O)c2ccco2)cc1 | 1660 | 1738
CC/C(=N/Nc1cccc(C)c1)c1cnnc(SC)n1 | 1783 | 1645
COc1ccc(C(CNC(=O)c2ccc(S(=O)(=O)N(C)C)cc2)N2CCCCC2)cc1 (centres undefined) | 1886 | 1537
c1ccc(-c2noc(CN3CCc4sccc4C3)n2)cc1 | 1818 | 1541
COc1ccc2cc(Br)ccc2c1CC(=O)NCC1CCCO1 (centres undefined) | 1952 | 1766
COc1ccc(/C=C/C(=O)N2CCN(S(=O)(=O)/C=C/c3ccccc3)CC2)cc1OC | 1695 | 1713
CCOC(=O)c1sc2nc(C(C)C)c3c(c2c1N)CCC3 | 1548 | 1558
CN(Cc1ccccc1)C(=O)COC(=O)c1cc(Cl)nc(Cl)c1 | 1949 | 1532
O=[N+]([O-])c1cccc(S(=O)(=O)NCCCN2CCOCC2)c1 | 1793 | 1500
COc1ccc(NC(=S)N(Cc2cccnc2)Cc2ccco2)cc1 | 1750 | 1602
O=C(N/N=C/c1ccc2c(c1)OCO2)c1cc(-c2ccccc2)nc2ccccc12 | 2016 | 1671
Clc1ccc(-c2csc3ncnc(N4CCc5ccccc5C4)c23)cc1 | 1699 | 1676
CCOc1cc(/C=N/NC(=O)c2ccncc2)cc(Cl)c1OS(C)(=O)=O | 1574 | 1537
Cc1ccc(NC(=O)c2ccoc2C)cc1C | 1881 | 1551
O=C(CCC(=O)c1cccs1)NCc1ccncc1 | 1707 | 1491
CSCc1nc2scc(-c3ccccc3)c2c(=O)[nH]1 | 1529 | 1600
CCOC(=O)c1cn(Cc2c(C)c(C)c(C)c(C)c2C)nn1 | 1704 | 1580
O=C(Oc1c(Br)cc(Br)c2cccnc12)N1CCCCC1 | 2129 | 1960
O=C(Nc1ccccc1)C1CCCN1/C=C/C(=O)C(F)(F)F (centres undefined) | 1826 | 1677

Single records (already shown). Screens in order: SRC1 TRFRET art | SRC3 TRFRET art
Listed for `c1ccc(-c2noc(CN3CCc4sccc4C3)n2)cc1` → 1818 | 1541
Listed for `O=C(Nc1ccccc1)C1CCCN1/C=C/C(=O)C(F)(F)F` (centres undefined) → 1826 | 1677

(listing goes on)
compound | SRC1 TRFRET art | SRC3 TRFRET art
Cc1nc2scc(-c3ccc(Cl)cc3)c2c(=O)n1N | 1896 | 1507
CCOC(=O)N1CCN(CC(=O)c2c(C)[nH]c3ccccc23)CC1 | 1470 | 1622
COCCNC(=O)CSc1nc2cc3c(cc2c(=O)n1CCCC(=O)NCc1ccc(OC)cc1)OCO3 | 1850 | 1528
CSc1ccc(/C=C(\C#N)C(=O)NC2CCCCC2C)cc1 (centres undefined) | 1597 | 1445
COc1ccc(CNC(=O)CN2CCN(S(=O)(=O)c3cccs3)CC2)cc1OC | 1823 | 1883
CN1CCC(NC(=O)Cc2c(F)cccc2Cl)CC1 | 1701 | 1800
c1cncc(CSc2ccc(-c3cccs3)nn2)c1 | 2026 | 1745
O=C(c1ccccc1F)N1CCOCC1 | 1758 | 1363
O=C(CCCN1C(=O)/C(=C/c2cccc(Br)c2)SC1=S)Nc1cccnc1 | 1950 | 1655
Cc1ccc(S(=O)(=O)N2CCCCC2)cc1NC(=O)c1ccc2ccccc2n1 | 1698 | 1428
O=C(O)CCCC(=O)N1N=C(c2ccccc2)CC1c1ccc2nccnc2c1 (centres undefined) | 1718 | 1559
COCCCNC(=O)NC(=O)c1ccccc1 | 1762 | 1738
Cc1ccc(C(=O)N2CCN(S(=O)(=O)c3ccc(C)cc3)CC2)cc1 | 1572 | 1513
CCC(C)(C)NC(=O)C(c1ccncc1)N(C(=O)Cn1nnc2ccccc21)c1cc2c(cc1C(C)=O)OCO2 (centres undefined) | 1895 | 1544
COc1ccc(C(=O)C2CCCN(Cc3c(C)[nH]c4ccccc34)C2)c(OC)c1 (centres undefined) | 1722 | 1452
CCO[C@H]1OC(C(=O)NCc2ccccc2)=C[C@@H](C)[C@@H]1CCCO | 1640 | 1640
Cc1cc(C(=O)N/N=C2/CC(C)CC(C)(C)C2)c(C)o1 (centres undefined) | 1736 | 1530
CCOc1ccc(NC(=S)Nc2cccc3cnccc23)cc1 | 1993 | 1689
CCOCCCn1c(=S)[nH]c2cc(C(=O)NCC(OC)OC)ccc2c1=O | 1582 | 1682
Cc1nn(-c2ccccc2Cl)c(Cl)c1/C=C(\C#N)C(N)=O | 1787 | 1430
O=C(CSCc1ccc(Cl)cc1Cl)Nc1nccs1 | 1917 | 1695
O=[N+]([O-])c1ccc2c(c1)nc1n2CCCCC1 | 1727 | 1394
O=C(c1ccc(NS(=O)(=O)c2cccs2)cc1)N1CCN(c2ccccc2Cl)CC1 | 1876 | 1459
O=C(Nc1ccc(Cl)cc1)c1csc(Cc2ccccc2)n1 | 1768 | 1418
O=C(NCC1CCCO1)C1CCN(C2CCN(Cc3ccco3)CC2)CC1 (centres undefined) | 1929 | 1618
Cc1cnn(C(=O)c2cc(-c3ccccn3)nc3ccc(Cl)cc23)c1 | 1855 | 1810
N#C/C(=C\c1c[nH]c2ccccc12)C(=O)Nc1ncc(Cc2ccc(Cl)cc2Cl)s1 | 1756 | 1600
Cc1nn(-c2ccccc2)c2c1C(c1cccc([N+](=O)[O-])c1)N(c1ccccc1)C(=O)N2 (centres undefined) | 1699 | 1650
COc1ccccc1/C=C/C=N/NC(=O)c1ccncc1 | 1739 | 1741
CC[N+](CC)(CCCCS(=O)(=O)[O-])CCNP1(=O)C=C(c2ccccc2)OC(c2ccccc2)=C1 | 1918 | 1568
CC(=O)N(c1ccccc1)c1nc(/C=C/C(=O)O)cs1 | 1735 | 1734
Cc1cc(C)nc(SCc2ccc(C(=O)N/N=C/c3ccc(C(=O)O)cc3)cc2)n1 | 1815 | 1486
Oc1cccc2c(NC(=S)Nc3ccc(SC(F)F)cc3)cccc12 | 2181 | 1819
COc1ccc(C(=O)C2CCCN(C(=O)c3cccnc3OC)C2)cc1F (centres undefined) | 1739 | 1618
CC(NS(=O)(=O)c1ccc([N+](=O)[O-])cc1)C(=O)NN (centres undefined) | 1750 | 1701
CS(=O)(=O)N1CCc2cc(NC(=O)c3ccc(Cl)cc3Cl)ccc21 | 1908 | 1508
O=C(CCl)NCCN1C(=O)S/C(=C\c2cccnc2)C1=O | 1441 | 1523
Cc1cc([N+](=O)[O-])nn1CCC(=O)Nc1nccs1 | 1797 | 1595
Cc1c(Cl)cnc(NC(=O)COC(=O)c2cccc(S(=O)(=O)N3CCc4ccccc4C3)c2)c1Cl | 1567 | 1516
Cn1c(/C(C#N)=C2/CCCCCN2)nc2ccccc21 | 1980 | 1436
COc1ccc(NC(=O)CSc2nnc(Cn3c(=O)sc4ccccc43)n2C)cc1 | 1634 | 1542
Cc1cc(Cl)ccc1OCC(=O)NC(=S)Nc1ccccc1N1CCOCC1 | 1781 | 1599
COc1ccccc1-n1c(=S)[nH]c2c(sc(=S)n2-c2ccccc2)c1=O | 1768 | 1563
COc1ccc(C(NC(=O)c2ccccc2F)NC(=O)c2ccccc2F)cc1 | 1881 | 1638
Cn1c(=O)[nH]c(=O)c2c1nc(N1CCOCC1)n2CCc1ccccc1 | 1756 | 1506
NNC(=O)c1sc2cc(C(F)(F)F)cnc2c1-c1cccs1 | 1797 | 1676
NS(=O)(=O)c1ccc(-n2ncc3c(=O)[nH]c(SCC(=O)Nc4nccs4)nc32)cc1 | 1741 | 1709
CCCn1c(=O)[nH]c(=O)c2c(C(F)(F)F)cc(-c3ccc(C)cc3)nc21 | 1874 | 1396
O=C(c1ccccc1)N(NC(=O)C(O)(c1ccccc1)c1ccccc1)c1cccc(F)c1 | 1834 | 1677
O=[N+]([O-])c1cccc(/C=N/Nc2nc(N3CCCCC3)nc(N3CCCCC3)n2)c1 | 1871 | 1530
O=C(CN1CCC(O)CC1)N1c2ccccc2C=Cc2ccccc21 | 1375 | 1518
CC(C)(C)n1cnc2cc(NC(=O)c3cccs3)ccc21 | 1785 | 1714
C=CCNC(=O)/C(C#N)=C/c1ccccc1OCc1ccc(C(=O)OC)cc1 | 2032 | 1559
CCOC(=O)Cn1nc(C)c(NC(=O)c2cccc([N+](=O)[O-])c2)c1C | 1651 | 1555
CC(=O)Nc1ccc(NC(=O)Cc2ccc(S(=O)(=O)N3CCCCC3)s2)cc1 | 1885 | 1509
C=CCn1c(SCC(=O)O)nc2sc(CC)cc2c1=O | 1668 | 1376
COc1cc(/C=C2\SC(=O)N(CCN)C2=O)ccc1OS(=O)(=O)c1cc(C)ccc1C | 1699 | 1524
O=c1[nH]c2cccnc2n(CCNc2ncc(C(F)(F)F)cc2Cl)c1=O | 2040 | 1572
O=C(c1cc(-c2ccccn2)nc2ccc(Cl)cc12)N1CCN(CCc2ccccc2)CC1 | 1706 | 1547
COc1ccc(CC(=O)OCC(=O)N2N=C(c3ccccc3)CC2c2ccc(OC)cc2)cc1 (centres undefined) | 1804 | 1460

Additional structures
compound | SRC1 TRFRET art | SRC3 TRFRET art
N#Cc1cc(Sc2ccccn2)c([N+](=O)[O-])cc1C#N | 1691 | 1607
CCN(CC)S(=O)(=O)c1ccc(C(=O)NC(C)(C)C)cc1 | 1596 | 1442
Cc1cc(C=C2C(=O)c3ccccc3C2=O)c(C)n1-c1cccc(C(=O)O)c1 | 1884 | 1750
CN1/C(=C/C=C(C#N)C#N)C(C)(C)c2ccccc21 | 1729 | 1374
Cc1cc(C)n(CC(=O)N/N=C/c2ccc([N+](=O)[O-])s2)n1 | 1529 | 1472
COc1ccc(/C(O)=C2/C(=O)C(=O)N(CC3CCCO3)C2c2ccc(O)c(OC)c2)cc1 (centres undefined) | 1556 | 1604

3 entries picked at random from those above:
compound | SRC1 TRFRET art | SRC3 TRFRET art
CCOC(=O)c1sc2nc(C(C)C)c3c(c2c1N)CCC3 | 1548 | 1558
CC(Oc1ccccc1F)C(=O)NN (centres undefined) | 1932 | 1499
O=C(N/N=C/c1ccc2c(c1)OCO2)c1cc(-c2ccccc2)nc2ccccc12 | 2016 | 1671

Screens deposited in PubChem by The Scripps Research Institute Molecular Screening Center.

An excerpt; count on the stated rates, not on these rows.
